High-throughput results deposited in PubChem by several laboratories.
pCIP destab: lowers stability of the mouse p/CIP coactivator protein; decrease of EGFP signal, % at 10 µM; AID 1984; hit rate 0.01% among 290,000; Q05BA5; F442A p/CIP-EGFP cells, EGFP fluorescence, 16 h;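 active = EGFP signal decrease of at least 30% at 10 µM or well 3 SD below plate mean, unless failing retest; inactive = the rest, including hits failing retest or dose response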; also: some compounds called inactive have numbers as strong as hits; many of its hits are not listed in these tables
IDE cell activ: IDE (human) activation, cell-based. P14735. HEK cells, FAbeta-B cleavage, fluorescence polarization; 0% vehicle, 100% cell-free pure enzyme wells. activation, % at 5.96 µM. hit rate 0.073% among 340,000. AID 493087;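 active = activation above the mean of all tested compounds plus 3 SD, set per screening campaign, cut at about 17% in these data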
IDE cell inh: inhibitors of human insulin-degrading enzyme in cells. P14735. HEK cells, FAbetaB cleavage, fluorescence polarization. inhibition, % at 5.59 µM. hit rate 0.41% among 320,000;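 active = percent inhibition above the average of all tested compounds plus 3 SD, set per screening campaign, cut at about 16% in these data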;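 also: IDE supplied by intact live HEK cells; FP after avidin binding of uncleaved biotin substrate so inhibition keeps polarization high; 0% = DMSO wells and 100% = 60 µM reference IDE inhibitor Ii1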
FID counter: counter-screen for HCV NS3 helicase inhibitors: DNA intercalator displacement; hit rate 0.17% among 290,000; DNA fluorescent intercalator displacement, fluorescence; inhibition, % at 7.9 µM; in the data active = inhibition above about 37%;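 also: 0% = vehicle and 100% = reference compound; higher means more ethidium bromide displaced from hairpin DNA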
PfM18AAP inh: PfM18AAP enzyme inhibition. inhibition, % at 7.35 µM. recombinant PfM18AAP, H-Glu-NHMec fluorogenic cleavage. hit rate 1.2% among 290,000;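 active = inhibition above the campaign mean inhibition over all tested compounds plus 3 SD, cut at about 28% in these data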;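 also: 0% = plate median of test compound wells and 100% = 2 mM ZnCl2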
SUMO HTRF inh: blocks human SUMOylation mediated by UBC9. P63279. HTRF SUMOylation assay, SAE1/SAE2 + UBC9, in vitro. inhibition, % at 35 µM. hit rate 0.36% among 290,000. AID 2006; in the data active = inhibition above about 50%, passing the limit was not always enough; also: strong numbers were not always called active
Target sequence (P63279 whole entry, looked up): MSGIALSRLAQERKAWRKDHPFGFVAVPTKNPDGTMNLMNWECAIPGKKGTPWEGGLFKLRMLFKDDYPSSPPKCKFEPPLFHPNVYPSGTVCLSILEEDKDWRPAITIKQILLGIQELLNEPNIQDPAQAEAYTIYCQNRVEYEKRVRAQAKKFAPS
IMP-1 inhibitor: inhibitors of Pseudomonas aeruginosa IMP-1 metallo-beta-lactamase; hit rate 0.45% among 290,000; AID 1556; inhibition, % at 5.6 µM; purified IMP-1, nitrocefin hydrolysis, epi-absorbance fluorescence;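 active = inhibition above the mean plus 3 SD of all compounds in the same screening run, cut at about 4.5% in these data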;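 also: 0% = IMP-1 with DMSO and 100% = DMSO wells lacking enzyme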
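Assay system: purified recombinant IMP-1 beta-lactamase. Input: IMP-1 0.2 nM before substrate addition. Buffer or medium: Zinc- and detergent-supplemented HEPES buffer, pH 7.1. Schedule: 25 °C, 15 min preincubation, 25 min reaction. Signal: Epi-absorbance fluorescence, 480 nm excitation, 530 nm emission. Evaluation: percent inhibition from optical density relative to buffer-blank wells.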
VIM-2 inhibitor: blocks Pseudomonas aeruginosa VIM-2 metallo-beta-lactamase | purified VIM-2, nitrocefin hydrolysis, epi-absorbance fluorescence | hit rate 0.89% among 290,000 | inhibition, % at 5.6 µM | AID 1527;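 active = inhibition above the mean of all tested compounds plus 3 SD, cutoff set per screening run, cut at about 7.5% in these data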;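 also: red hydrolysis product quenches plate fluorescence so inhibitors raise well fluorescence; 0% = enzyme with DMSO and 100% = DMSO without enzyme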
NS3 helicase inh: blocks Hepatitis C virus NS3 helicase unwinding. NS3 helicase DNA unwinding, Cy5 molecular beacon fluorescence. inhibition, % at 10.9 µM. hit rate 0.56% among 290,000;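 active = inhibition above the mean of all tested compounds plus 3 SD, set per campaign, cut at about 35% in these data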;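 also: 0% = DMSO wells and 100% = thioflavine S control wells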
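Material: hepatitis C virus NS3 helicase domain fragment enzyme; measured by: Cy5 fluorescence, 0 and 60 min reads; control set: DMSO and thioflavine S; incubation: 60 min unwinding reaction at 25 °C after ATP addition; read-out basis: % inhibition from 60/0 min fluorescence ratio, DMSO 0%, thioflavine S 100%; repeats: singlicate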
Starred values were filed as active, the others as inactive; nt = not tested or not shown.

Molecule,pCIP destab,IDE cell activ,IDE cell inh,FID counter,PfM18AAP inh,SUMO HTRF inh,IMP-1 inhibitor,VIM-2 inhibitor,NS3 helicase inh
COc1ccc(Nc2nc(C)cc(C)c2C#N)cc1,-6,6,6,-3,6,-8,-3.2,-2.4,-13
CN(C)c1nnnn1-c1ccc(Cl)cc1Cl,-5,5,-2,-4,-11,12,-2.1,-0.7,3
CCCC(=O)OCCNC(=O)c1cc2ccccc2oc1=O,-3,2,1,-9,5,14,-1.7,-3.5,8
CC(Sc1nc2sccc2c(=O)n1-c1ccccc1)C(N)=O (stereo unspecified),-6,-1,1,-5,-11,21,-1.7,-0.6,12
CC(C)N=C(NC#N)SCc1ccc(Br)cc1,-11,-1,6,-10,4,-20,-2.9,-1.2,-4
Cc1ccccc1C(=O)NCCCCc1ccccc1,2,-3,-1,-7,-4,-10,-1.9,-0.9,-3
COc1cccc(C2(CSc3nnc(-c4cc(OC)c(OC)c(OC)c4)o3)OCCO2)c1,-1,1,1,-36,5,-19,-2.4,0.2,-15
CCCCC1C2C(=O)N(c3ccccc3)C(=O)C2ON1c1ccccc1 (stereo unspecified),-14,4,-1,-24,8,6,-2.2,-1.9,6
COc1ccccc1-c1nc(-c2ccc(Br)o2)no1,-12,-5,3,-3,-5,-2,-0.4,0.9,-5
Cn1c(C(=O)N2CCCC(C(=O)NCCc3ccccc3)C2)cc2sccc21 (stereo unspecified),-18,-3,1,-37,11,20,-2.1,-2.1,14
CCCCS(=O)c1c(O)c2ccccc2[nH]c1=O (stereo unspecified),-2,6,15,-3,4,-4,-1.9,-4.2,3
Cc1ccc(S(=O)(=O)NCc2ccccc2)cc1C(=O)NC1CCC(C)CC1 (stereo unspecified),-2,2,2,-31,2,2,-2.0,-2.2,1
COC(=O)CCC(=O)OC1(C)C(=O)C2=CN(CCCCO)C(c3ccc(OC)cc3)=CC2=C(Br)C1=O (stereo unspecified),-11,nt,-4,-11,19,39,-2.5,-0.1,4
Cc1nnc(SC(C)C)n(N)c1=O,4,-2,1,13,-3,8,-3.4,-2.7,4
O=C(/C=C/c1ccco1)Nc1cccnc1,-1,-5,4,-3,-4,6,-0.6,-0.3,-1
Cc1c(Br)ccc(NC(=O)Cn2nc(-c3cccs3)ccc2=O)c1C,-9,0,12,-23,0,3,-2.0,-3.6,-14
Cc1nn(C(C)C(=O)NNC(=S)Nc2ccc(F)cc2)c(C)c1[N+](=O)[O-] (stereo unspecified),-16,3,-4,-1,12,-10,-6.0,-4.3,-2
Cc1ccc2nc(NC(=O)CN3CCOCC3)sc2c1,-2,-3,-6,0,-5,14,-1.1,-1.4,0
CCn1c(C)nc2cc(C(=O)N/N=C/c3ccc(N4CCOCC4)cc3)ccc21,-15,-2,3,-17,6,15,-1.5,-2.8,3
Cc1c(NC(=O)N2CCCCCC2)c(=O)n(-c2ccccc2)n1C,-4,5,3,4,0,-4,-2.7,-2.5,-2
COc1ccc(CC(=O)Nc2c(C(N)=O)oc3ccccc23)cc1,4,8,0,-12,-5,4,0.6,-0.2,0
Cc1cc2ccccn2c1C(=O)c1ccc(F)cc1,-23,2,-6,-21,4,5,-1.8,-3.6,-2
COCCC(=O)N1CCC(Oc2ccc(C(=O)N3CCC(N(C)C)C3)cc2)CC1 (stereo unspecified),5,3,0,-7,-2,14,-3.0,1.7,3
Cc1cc(C)c(NC(=O)c2cc3c(nc4sccn43)s2)c(C)c1,-9,4,2,-9,7,18,-3.4,0.2,1
CC1CC(C)CN(C(=O)CSc2nnc(CSc3ncccn3)n2C)C1 (stereo unspecified),-12,1,4,4,-1,-2,-3.2,-2.1,-9
C=CCn1c(SCC(=O)N(C)C2CCS(=O)(=O)C2)nc2ccccc2c1=O (stereo unspecified),-11,-8,-2,-1,-2,12,-3.0,1.5,-1
Cc1ccc(SCc2cc(=O)[nH]c(N3CCN(Cc4ccc5c(c4)OCO5)CC3)n2)cc1,4,0,4,-2,-1,-10,-3.5,-2.0,0
Cn1cc(Br)c(C(=O)Nc2nccs2)n1,-4,2,-1,3,2,-8,-1.4,-2.5,5
CC(=O)c1ccc(-n2nnnc2SCC(=O)NNC(=O)c2ccco2)cc1,6,1,-5,-1,13,-6,0.5,-2.7,4
COc1ccc(N(C)S(=O)(=O)c2ccc3c(c2)CCN3C(=O)C2CC2)c(OC)c1,-12,0,7,-37,8,-3,-1.7,-1.2,7
CC(=O)NC(Cc1c[nH]c2ccccc12)C(=O)OCC(=O)Nc1ccc2c(c1)OCO2 (stereo unspecified),-6,6,-2,-8,6,24,-2.9,-1.4,5
CCn1c(SCC(=O)c2ccccc2)nnc1-c1cc2cc(Br)ccc2o1,-9,-1,-2,-3,-2,8,-1.7,-2.6,-11
CCOc1ccc(NS(=O)(=O)c2ccc(SC)cc2)cc1,-14,-4,4,-12,1,-12,-1.9,-0.2,-14
COc1ccc(N(C(C)C(=O)N2CCC(Cc3ccccc3)CC2)S(C)(=O)=O)cc1 (stereo unspecified),-20,-1,2,-38,0,2,-2.4,0.1,-3
Cc1[nH]c2ccccc2c1/C=N/Nc1ccc(F)cc1F,1,nt,3,7,-3,7,-0.5,0.3,4
Fc1ccccc1C1CCN(Cc2nc(CC3CC3)no2)C1 (stereo unspecified),-11,5,0,-2,-1,11,-0.8,-0.7,-12
O=C(c1ccccc1)c1nn(-c2cccc(Cl)c2)c2nc(-c3ccccc3)cc(=O)n12,9,3,-4,-2,-1,6,-2.7,-2.5,-5
CCc1ccc(O)c(N=Cc2ccccc2O)c1,-19,5,-3,-6,24,9,-2.9,-0.9,10
COCCN(Cc1ccccc1)P(=O)(O)c1ccccc1OCC(=O)O,-11,6,0,-2,4,13,-7.2,0.0,-4
Cc1cccc(N(C2C=CS(=O)(=O)C2)S(=O)(=O)c2ccccc2)c1 (stereo unspecified),-4,6,-3,-6,-10,4,-1.2,-0.1,4
Cc1ccc(-n2nc3c(=O)n(CC(=O)NCc4ccccc4)nc(C)c3c2C)cc1,-4,7,-3,-39,-5,33,-1.9,0.3,-3
CN1CCN(C(=O)C2C3C=CC(C3)C2C(=O)O)CC1 (stereo unspecified),-4,0,-3,0,6,-13,-1.7,2.0,3
O=c1cc(CSc2nnnn2-c2ccccc2)nc(Nc2ccc(F)cc2)[nH]1,4,2,-2,-15,2,nt,3.1,10.0*,5
O=C1/C(=N\S(=O)(=O)c2cccs2)C([n+]2ccccc2)=C([O-])c2ccccc21,-11,2,7,0,11,27,-1.1,-0.5,0
O=C(NCCCc1nc2ccccc2[nH]1)c1cccs1,-8,2,1,1,5,19,-2.2,-1.7,-9
Cc1nc(N2CCOCC2)c2oc3ccccc3c2n1,16,-8,-2,-4,-1,1,-0.8,19*,3
Cc1ccc(NC(=O)c2ccc(Cl)cc2[N+](=O)[O-])nc1,-2,-1,-2,-2,4,4,-2.2,-1.5,11
CSc1ccccc1OCc1cc(C(=O)N2CCN3CCCC3C2)no1 (stereo unspecified),-3,-1,3,11,-16,3,-3.6,-1.2,-6
CN(C)S(=O)(=O)c1cc([N+](=O)[O-])ccc1N1CCCCCC1,-17,-1,2,-7,0,16,-2.4,-1.9,1
Cc1ccc(C(=O)OCC(=O)Nc2cccc(Cl)c2C)c(O)c1,-16,5,-6,-6,-21,28,-1.7,-3.7,-15
CNc1nc(Cl)c(SC)c(NC2CCCCC2)n1,-11,7,-6,-8,0,-11,-2.7,-3.8,3
Cc1c(NC(=O)CCCOc2ccccc2)cccc1[N+](=O)[O-],-1,7,-3,4,-13,-1,-0.5,2.1,0
CC(C)(C)c1ccc(C(=O)NC(=S)Nc2sc3c(c2C#N)CCC3)cc1,-11,-1,5,-5,-13,0,0.6,-0.6,6
COc1ccc(NS(=O)(=O)c2ccc(NC(=S)NC(=O)/C=C/c3ccc(C)cc3)cc2)nn1,9,-8,24*,-4,-9,11,-0.5,0.4,-1
CCOC(=O)c1c(-c2ccc(-c3ccccc3)cc2)csc1NC(=O)CCC(=O)O,3,4,1,-15,4,22,-1.9,-2.5,-10
CC(=O)Nc1sc2c(c1C(N)=O)CCN(Cc1ccccc1)C2,-11,2,1,-6,-6,5,-3.3,-4.1,-17
O=c1cc(C(F)(F)F)[nH]c2ccccc12,-12,7,7,-1,-1,12,-2.5,-2.0,-12
COc1ccc(-c2nc(CS(=O)CC(=O)NCCN3CCCCC3C)c(C)o2)cc1OC (stereo unspecified),-15,-1,3,7,-4,3,-3.8,-3.9,15
COCC(=O)Nc1nnc(C2CCCCC2)s1,-14,4,2,-5,-4,18,-2.4,-1.8,-5
COc1ccc(N(C(=O)CNC(=O)c2cccs2)C(C(=O)NCC2CCCO2)c2ccccc2)c(OC)c1 (stereo unspecified),-7,-4,3,-45,-6,6,-4.8,-5.1,9

Next part.
Molecule,pCIP destab,IDE cell activ,IDE cell inh,FID counter,PfM18AAP inh,SUMO HTRF inh,IMP-1 inhibitor,VIM-2 inhibitor,NS3 helicase inh
N/C(=N\NS(=O)(=O)c1cc(C(F)(F)F)cc(C(F)(F)F)c1)c1ccccn1,2,8,-8,-3,-7,2,-2.4,-3.4,16
CCO[C@H]1OC(C(N)=O)=C[C@@H](c2csc3ccccc23)[C@@H]1CCCO,-8,1,-1,-14,0,11,0.0,0.3,6
Cc1ccc(N=Nc2c(C)[nH][nH]c2=O)c(C)c1,-2,2,-6,-5,3,14,-3.1,-1.4,0
Cn1cnnc1SCC(=O)NNC(=O)c1ccc(Cl)cc1,2,5,2,2,6,-2,-0.9,-1.6,6
CCCSc1nc2sc3c(c2c(=O)[nH]1)CCN(Cc1ccccc1)C3,-33,-20,14,-12,-7,15,0.8,-2.7,17
CC12CN3CC(C)(CN(C1)C3c1ccc3ccccc3c1O)C2=O (stereo unspecified),0,3,0,1,-10,17,0.5,-0.3,4
COc1ccc(C)cc1NC(=O)NNC(=O)C1CCC(C(C)(C)C)CC1 (stereo unspecified),-14,-3,0,-16,-6,-6,0.8,-1.0,8
COc1ccc(/C=N/NC(=O)C(=O)NCC2CCCO2)cc1 (stereo unspecified),1,5,7,-1,-4,-10,-1.8,0.6,10
COc1ccc(NC2CCCN(C(=O)c3ccc(C)c(N4CCNC4=O)c3)C2)cc1 (stereo unspecified),-10,-1,-3,-15,4,0,1.0,-0.8,3
Oc1ccc(NCc2cccs2)cc1,1,-1,-4,3,1,26,-0.7,1.6,-1
